p53 PUMA act – mutant p53 pathway re-activators, primary screen, cell-based, SW480, luciferase, single point, HTS; SW480 PUMA-promoter luciferase, p53 mutant reactivation; activation, % at 9.98 µM; AID 624151, 2012; 28,000 tested, 1.5% active; in the data active = activation above about 52%; inconclusive = no clear call, values can overlap the other calls
STK33 inh – STK33 kinase inhibitors, primary screen, biochemical, luminescence, ADP-Glo, MBP substrate | inhibition, % at 12.5 µM | 27,000 tested, 0.44% active | AID 2322, 2010; in the data active = inhibition above about 20%; inconclusive = no clear call, values can overlap the other calls
Target sequence (Q9BYT3 whole entry, looked up): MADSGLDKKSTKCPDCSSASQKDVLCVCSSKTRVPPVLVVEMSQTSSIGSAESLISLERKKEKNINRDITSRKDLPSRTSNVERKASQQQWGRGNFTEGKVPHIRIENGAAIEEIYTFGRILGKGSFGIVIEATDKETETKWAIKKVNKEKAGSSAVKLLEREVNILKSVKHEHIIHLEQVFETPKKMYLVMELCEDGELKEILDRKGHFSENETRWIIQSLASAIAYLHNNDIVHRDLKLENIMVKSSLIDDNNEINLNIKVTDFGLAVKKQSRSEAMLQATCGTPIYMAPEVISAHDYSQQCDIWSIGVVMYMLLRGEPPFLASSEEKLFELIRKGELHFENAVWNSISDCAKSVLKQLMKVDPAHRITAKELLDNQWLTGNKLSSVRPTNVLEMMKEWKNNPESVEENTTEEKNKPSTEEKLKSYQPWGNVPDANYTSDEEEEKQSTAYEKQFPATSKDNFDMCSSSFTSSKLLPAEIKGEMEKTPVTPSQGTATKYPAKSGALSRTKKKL
* marks the source's active call; other numbers are inactive results; ? = inconclusive; nt = not tested or not shown. These rows are one share of the data; count on the stated rates, not on these rows.

SMILES	p53 PUMA act	STK33 inh
O=C(COc1ccc2c(=O)c(-c3ccccc3)coc2c1)Nc1ccc(F)cc1	5.8	1.2
COc1ccc(Cl)cc1NC(=S)NCCn1cc(Cl)cn1	-5.7	-1.8
O=C(C[C@H]1C[C@H]2c3cc(NC(=O)Nc4ccc(C(F)(F)F)cc4)ccc3O[C@H]2[C@H](CO)O1)NCc1ccccn1	2.5	nt
COc1ccc(S(=O)(=O)Nc2ccc3c(c2)CC(=O)N([C@@H](C)CO)C[C@H](C)[C@@H](CN(C)C(=O)Nc2ccc(C(F)(F)F)cc2)O3)cc1	nt	2.8
COc1ccccc1NC(=O)CSc1ncnc2sc(-c3ccccc3)cc12	-63.3	0.1
CC(C)NC(=O)Nc1ccc2c(c1)C(=O)N([C@H](C)CO)C[C@@H](C)[C@H](CN(C)Cc1ccc(C(=O)O)cc1)OCCCC[C@H](C)O2	5.3	nt
COc1cc(O)c2c(c1)O[C@H](c1ccc(O)c(O)c1)[C@@H](O)C2=O	5.6	5.9
C[C@@H]1CN([C@@H](C)CO)C(=O)Cc2cc(NS(C)(=O)=O)ccc2O[C@@H]1CN(C)C(=O)Nc1ccccc1	-0.7	2.3
C[C@@H]1CN([C@@H](C)CO)C(=O)Cc2cc(NS(=O)(=O)c3cccs3)ccc2O[C@@H]1CN(C)C	nt	-1.8
C[C@@H]1CCCCO[C@H](CN(C)C(=O)c2ccncc2)[C@@H](C)CN([C@H](C)CO)C(=O)c2cc(NC(=O)c3ccncc3)ccc2O1	nt	4.8
C[C@@H]1CCCCO[C@@H](CN(C)S(=O)(=O)c2ccc(Cl)cc2)[C@@H](C)CN([C@H](C)CO)C(=O)c2cc(NC(=O)Nc3ccc(C(F)(F)F)cc3)ccc2O1	nt	1.2
Cc1ccc(NC(=O)CN(C)S(=O)(=O)c2ccc(Br)cc2)cc1C	7.9	-4.2
C[C@@H]1CN([C@H](C)CO)C(=O)Cc2cc(NC(=O)C3CCCCC3)ccc2O[C@H]1CN(C)Cc1ccc(-c2ccccc2)cc1	nt	-0.1
Cn1c2ccccc2c2nnc(SCCN3CCCCC3)nc21	5.2	1.1
C[C@H](CO)N1C[C@H](C)[C@H](CN(C)C(=O)c2ccccc2)OCc2cn(nn2)CCCC1=O	6.2	0.8
C[C@H]1CCCCO[C@@H](CN(C)Cc2ccc(C(=O)O)cc2)[C@@H](C)CN([C@@H](C)CO)C(=O)c2cc(NS(=O)(=O)c3ccccc3)ccc2O1	14.8	nt
CC(=O)N1Cc2ccccc2C[C@@]2(N=C(c3ccc(OCCCO)cc3)O[C@H]2c2ccccc2)C1=O	nt	5.5
Cc1cc(C)cc(N(C(C)C(=O)NC2CCCC2)S(C)(=O)=O)c1 (configuration not stated)	-3.3	-0.3
COc1ccc(S(=O)(=O)N(C)C[C@@H]2Oc3ccc(NC(=O)CCCN(C)C)cc3C(=O)N([C@H](C)CO)C[C@@H]2C)cc1	2.5	nt
C[C@H]1CN([C@@H](C)CO)C(=O)c2cc(C3=CCCC3)cnc2O[C@H]1CN(C)C(=O)Nc1ccccc1	3.9	nt
C[C@@H]1CN([C@@H](C)CO)C(=O)c2cc(NS(=O)(=O)c3ccc(Cl)cc3)ccc2O[C@@H](C)CCCCO[C@H]1CN(C)C	5.2	nt
COc1ccc(CN(C)C[C@@H]2Oc3ccc(NC(=O)Nc4ccc(OC)cc4)cc3C(=O)N([C@@H](C)CO)C[C@H]2C)cc1	-7.8	nt
O=C(Nc1ccc(Br)cc1)c1ccc(NS(=O)(=O)c2cccc3cccnc23)cc1	5.2	0.0
O=C(CN1C(=O)c2ccccc2S1(=O)=O)Nc1c(F)cccc1F	13.1	3.0
C[C@H](CO)N1C[C@H](C)[C@@H](CN(C)CC2CCOCC2)Oc2ncc(C#CCc3ccccc3)cc2C1=O	-0.8	nt
(continued)
SMILES	p53 PUMA act	STK33 inh
COc1ccc(NC(=O)N(C)C[C@@H]2Oc3ccc(NS(=O)(=O)c4cn(C)cn4)cc3C(=O)N([C@@H](C)CO)C[C@H]2C)cc1	nt	1.0
CC(C)NC(=O)N(C)C[C@H]1OCCCC[C@@H](C)Oc2ccc(NS(C)(=O)=O)cc2C(=O)N([C@H](C)CO)C[C@H]1C	-5.4	nt
C[C@H](CO)N1C[C@H](C)[C@@H](CN(C)Cc2ccncc2)OCCCC[C@H](C)Oc2ccc(NS(=O)(=O)c3ccccc3)cc2C1=O	0.0	nt
C[C@@H]1CN([C@@H](C)CO)C(=O)c2cc(NC(=O)C3CC3)ccc2O[C@@H]1CN(C)S(=O)(=O)c1ccc(F)cc1	nt	0.6
O=C(COc1ccc(S(=O)(=O)N2CCCC2)cc1Cl)Nc1ccccc1	17.7	-1.0
COc1ccc(C(=O)CCC(=O)Nc2ccc(C(=O)O)cc2)c(OC)c1	-5.6	-2.5
C[C@H]1CN([C@@H](C)CO)S(=O)(=O)c2ccc(C#CC3CC3)cc2O[C@@H]1CN(C)C(=O)c1cnccn1	1.8	nt
Cc1noc(C)c1S(=O)(=O)Nc1ccc2c(c1)CC(=O)N([C@@H](C)CO)C[C@@H](C)[C@H](CN(C)C(=O)Nc1ccccc1)O2	4.9	nt
CN(C)c1c(F)cc(C(=O)NC(=O)NC2=NCCS2)cc1F	60.6*	nt
C[C@H]1CN([C@@H](C)CO)C(=O)CCCn2cc(nn2)CO[C@H]1CN(C)C(=O)Nc1ccc2c(c1)OCCO2	nt	0.3
C[C@@H]1CN([C@@H](C)CO)C(=O)c2cc(NS(C)(=O)=O)ccc2O[C@H]1CN(C)C(=O)NC1CCCCC1	-6.0	nt
Cc1ccccc1-c1cnc2c(c1)C(=O)N([C@H](C)CO)C[C@@H](C)[C@@H](CN(C)C(=O)c1ccncc1)O2	-2.5	nt
Cc1noc(C)c1S(=O)(=O)Nc1ccc2c(c1)CC(=O)N([C@@H](C)CO)C[C@H](C)[C@@H](CN(C)S(=O)(=O)c1ccc(F)cc1)O2	nt	-0.5
COC(=O)c1ccccc1NC(=O)c1cccc(NC(=O)COc2ccccc2)c1C	-3.4	-5.3
CN(Cc1ccccc1)C(=O)c1cccc(C(=O)N(C)Cc2ccccc2)c1	nt	-1.3
O=C(CSc1nnc(-c2cccs2)n1-c1ccc(Cl)cc1)c1ccc(Cl)cc1	6.3	2.3
COc1ccc(S(=O)(=O)NCc2ccccn2)cc1C	-3.2	0.3
O=[N+]([O-])c1ccc2nc(CSc3nc4ccccc4s3)[nH]c2c1	5.2	4.8
Cc1ccc(S(=O)(=O)Nc2ccc3c(c2)CC(=O)N([C@@H](C)CO)C[C@@H](C)[C@@H](CN(C)S(=O)(=O)c2ccc(Cl)cc2)O3)cc1	nt	5.4
COc1ccccc1CNC(=O)C[C@@H]1C[C@H]2c3cc(NC(=O)CC4CC4)ccc3O[C@H]2[C@H](CO)O1	8.2	nt
COc1ccc(C)cc1S(=O)(=O)N(C)CC(=O)Nc1ccccc1F	-1.5	-0.6
COc1ccc(S(=O)(=O)Nc2ccc3c(c2)CC(=O)N([C@H](C)CO)C[C@H](C)[C@@H](CN(C)S(=O)(=O)c2ccc(F)cc2)O3)cc1	10.2	nt
C=CCn1c(N)cc(=O)nc1SCC(=O)N1c2ccccc2Sc2ccccc21	7.9	0.0
O=C(O)COc1cccc(NC(=O)c2ccc(-c3ccccc3)cc2)c1	-4.0	2.0
C[C@H](CO)N1C[C@H](C)[C@H](CN(C)S(=O)(=O)c2cccs2)Oc2ccc(NC(=O)c3ccncc3)cc2CC1=O	-5.4	2.0

Brought forward from above: five compounds, then new ones.
SMILES	p53 PUMA act	STK33 inh
COc1ccc(C)cc1S(=O)(=O)N(C)CC(=O)Nc1ccccc1F	-1.5	-0.6
COc1ccc(S(=O)(=O)Nc2ccc3c(c2)CC(=O)N([C@H](C)CO)C[C@H](C)[C@@H](CN(C)S(=O)(=O)c2ccc(F)cc2)O3)cc1	10.2	nt
C=CCn1c(N)cc(=O)nc1SCC(=O)N1c2ccccc2Sc2ccccc21	7.9	0.0
O=C(O)COc1cccc(NC(=O)c2ccc(-c3ccccc3)cc2)c1	-4.0	2.0
C[C@H](CO)N1C[C@H](C)[C@H](CN(C)S(=O)(=O)c2cccs2)Oc2ccc(NC(=O)c3ccncc3)cc2CC1=O	-5.4	2.0
COc1ccc(CN(C)C[C@H]2Oc3ccc(NS(=O)(=O)c4ccc(Cl)cc4)cc3C(=O)N([C@@H](C)CO)C[C@@H]2C)cc1	-5.8	-1.8
COC(=O)CSc1nnc2c3c4c(sc3nc(-c3ccccc3Cl)n12)CCCC4	3.9	-0.8
C[C@H](CO)N1C[C@H](C)[C@H](CN(C)Cc2ccc(C(=O)O)cc2)Oc2c(NC(=O)c3ccc(-c4nccs4)cc3)cccc2C1=O	0.0	nt
C[C@H]1CCCCO[C@@H](CN(C)S(=O)(=O)c2ccccc2)[C@@H](C)CN([C@@H](C)CO)C(=O)c2cc(NC(=O)CCC(F)(F)F)ccc2O1	-11.7	nt
C[C@@H]1CN([C@@H](C)CO)C(=O)c2cc(NC(=O)Nc3ccc4c(c3)OCO4)ccc2O[C@@H]1CN(C)S(=O)(=O)c1ccc(Cl)cc1	nt	0.0
C[C@H](CO)N1C[C@H](C)[C@@H](CN(C)Cc2ccc3c(c2)OCCO3)OCc2cnnn2CCCC1=O	nt	-1.9
C[C@H]1CN([C@@H](C)CO)C(=O)c2cc(N(C)C)ccc2O[C@H]1CN(C)Cc1ccccc1	1.0	nt
COc1ccc(NC(=O)CN(C2CCCCC2)S(=O)(=O)c2ccc(C)cc2)cc1Cl	4.7	-2.6
C[C@@H]1CN([C@H](C)CO)C(=O)Cc2cc(NC(=O)C3CC3)ccc2O[C@@H]1CN(C)C(=O)Nc1ccc(C(F)(F)F)cc1	10.3	-1.6
C[C@H](CO)N1C[C@H](C)[C@H](CN(C)Cc2ccncc2)Oc2ncc(/C=C/c3ccccc3)cc2C1=O	nt	-3.6
C[C@@H]1CN([C@H](C)CO)C(=O)Cc2cc(NC(=O)Nc3ccccc3)ccc2O[C@H]1CN(C)S(=O)(=O)c1cn(C)cn1	nt	-2.2
C[C@H]1CN([C@@H](C)CO)C(=O)CCCn2cc(nn2)CO[C@@H]1CN(C)CC1CCCCC1	nt	0.0
CC(C)NC(=O)Nc1ccc2c(c1)CC(=O)N([C@H](C)CO)C[C@H](C)[C@H](CN(C)C(=O)Nc1ccc(C(F)(F)F)cc1)O2	nt	-2.3
COc1cc(OC)cc(C(=O)Nc2ccc(S(=O)(=O)Nc3ncccn3)cc2)c1	-6.3	-4.2
c1ccc(-c2cn3c4ccccc4n(CCN4CCOCC4)c3n2)cc1	11.0	-3.4
C[C@@H]1CCCCO[C@H](CN(C)C(=O)C2CCCCC2)[C@H](C)CN([C@@H](C)CO)C(=O)c2cc(N(C)C)ccc2O1	-17.6	nt
C[C@H](CO)N1C[C@H](C)[C@H](CN(C)Cc2ccc(C(=O)O)cc2)Oc2ccc(NC(=O)C3CC3)cc2CC1=O	nt	1.2
Cc1ccc(NC(=O)CSc2nc3sc4c(c3c(=O)[nH]2)CCCC4)cc1[N+](=O)[O-]	-7.7	-0.2
NC(=O)c1ccccc1NC(=O)COc1ccc2oc3c(c2c1)CCCC3	?	4.6
C[C@@H]1CN([C@@H](C)CO)C(=O)c2cc(N(C)C)ccc2O[C@@H](C)CCCCO[C@H]1CN(C)C(=O)CCC(F)(F)F	-8.7	nt
CCN(CC(=O)Nc1ccccc1C(F)(F)F)S(=O)(=O)c1ccc(Cl)cc1	5.8	-1.2
COc1ccc(CN(C)C[C@H]2Oc3c(NC(=O)Nc4ccc(F)cc4)cccc3C(=O)N([C@H](C)CO)C[C@H]2C)cc1	nt	0.6
COc1ccc(S(=O)(=O)Nc2ccc3c(c2)C(=O)N([C@H](C)CO)C[C@H](C)[C@@H](CN(C)C(=O)Nc2ccccc2)OCCCC[C@@H](C)O3)cc1	nt	-0.1
C[C@H]1CN([C@@H](C)CO)C(=O)CCCn2cc(nn2)CO[C@@H]1CN(C)S(=O)(=O)c1cccc(F)c1	nt	-0.3
C[C@@H]1CCCCO[C@@H](CN(C)C(=O)C2CCCCC2)[C@H](C)CN([C@@H](C)CO)C(=O)c2cc(NC(=O)c3ccncc3)ccc2O1	-6.5	nt

Entries of single compounds as entered above.
Record of C[C@H]1CN([C@@H](C)CO)C(=O)CCCn2cc(nn2)CO[C@@H]1CN(C)CC1CCCCC1 → p53 PUMA act = nt; STK33 inh = 0.0
Record of C[C@@H]1CN([C@H](C)CO)C(=O)Cc2cc(NC(=O)Nc3ccccc3)ccc2O[C@H]1CN(C)S(=O)(=O)c1cn(C)cn1 → p53 PUMA act = nt; STK33 inh = -2.2

Carrying on:
SMILES	p53 PUMA act	STK33 inh
O=C(COc1ccc2cc(Br)ccc2c1)Nc1cccc([N+](=O)[O-])c1	6.4	6.2
C[C@@H]1CN([C@@H](C)CO)C(=O)CCCn2cc(nn2)CO[C@@H]1CN(C)S(C)(=O)=O	nt	2.8
COc1ccc(OC(C)C(=O)Nc2cc(C)ccc2OC)cc1 (configuration not stated)	27.9	1.7
COC(=O)c1ccccc1NC(=O)c1ccc(Cl)c(S(=O)(=O)Nc2ccccc2C)c1	5.0	1.5
COc1ccccc1CNc1cc(-c2nn3c(C)nnc3s2)ccc1C	-6.0	3.4
C[C@@H]1CN([C@H](C)CO)C(=O)c2cccc(NS(=O)(=O)c3ccc(Cl)cc3)c2O[C@H]1CN(C)S(=O)(=O)c1cn(C)cn1	10.4	nt
COC(=O)c1cc(NC(=O)COc2ccc(Br)cc2)cc(C(=O)OC)c1	7.6	2.2
COc1ccc(OCC(=O)Nc2ccc3oc(-c4cccc(I)c4)nc3c2)cc1	-8.5	4.3
CC(C)CC#Cc1cnc2c(c1)C(=O)N([C@@H](C)CO)C[C@H](C)[C@@H](CN(C)C(=O)CCN1CCCCC1)O2	4.0	nt
Cc1cc(=O)oc2cc(OC(C)C(=O)Nc3ccc(Cl)c(C(F)(F)F)c3)ccc12 (configuration not stated)	0.7	-0.6
C[C@@H]1CN([C@H](C)CO)C(=O)c2cc(NS(=O)(=O)c3ccc(Cl)cc3)ccc2O[C@@H]1CN(C)C(=O)Nc1ccccc1	0.8	-0.9
